UHRF1 MBD2 ctr – human UHRF1 methylated DNA binding inhibitors; Q96T88; 0.75% of 370,000 active; UHRF1 binding to methylated oligo, TR-FRET; inhibition, % at 4.4 µM; in the data active = inhibition above about 21%;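 note: UHRF1 SRA domain binding a hemimethylated CpG hairpin DNA probe; 0% = median of test compound wells and 100% = reference inhibitor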
MBD2 inh – blocks human MBD2 binding to methylated DNA. Q9UBB5. inhibition, % at 4.4 µM. 0.31% of 370,000 active. TR-FRET, MBD2 binding to methylated oligonucleotide; in the data active = inhibition above about 13%
GC-A act – GC-A (human) enzyme activation. P16066. HEK293 GC-A cells, cGMP TR-FRET, EC30 ANP; 0% at EC30 ANP, 100% saturating ANP. activation, % at 10 µM. 0.14% of 370,000 active. AID 1671463; in the data active = activation above about 40%
GC-B act – GC-B (human) receptor activation; activation, % at 10 µM; HEK293-GC-B cells, CNP EC30, cGMP TR-FRET; 0% at EC30 CNP, 100% saturating CNP; P20594; 0.11% of 370,000 active;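 active = activation at 10 µM reaching about 35% in either raw or pattern-adjusted values, limit read from the data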
TCR CD3 inh – inhibitors of human TCR-CD3 interaction; 0.37% of 360,000 active; inhibition, % at 9.4 µM; TAMRA-labeled TCR probe fluorescence, biochemical; in the data active = inhibition above about 19%;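 note: recombinant mutant TCR 2C K166C tagged with TAMRA read by polarization; 0% = receptor in buffer alone and 100% = receptor with positive control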
ABHD4 inh – inhibits mouse alpha/beta hydrolase domain 4; purified mABHD4, FP-Rh probe fluorescence polarization; inhibition, % at 8.92 µM; 0.54% of 370,000 active; Q8VD66;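 active = inhibition exceeding the mean over every tested compound plus 3 SD, cut at about 30% in these data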;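 note: 0% = plate median of compound wells and 100% = S159A mutant with DMSO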
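Test system: mABHD4 protein; Read-out basis: % inhibition; Incubation: 45 min + 60 min at 25 °C; Repeats: single replicate; Technique: fluorescence polarization with parallel and perpendicular emission, 525/598 nm; Compound: 8.92 µM, single dose; Benchmarks: full inhibition S159A mutant plus DMSO, zero as sample-well median.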
SIAE inh – inhibitors of human sialic acid acetylesterase SIAE | Q9HAT2 | SIAE FP-Rh probe binding, fluorescence polarization | inhibition, % at 9.66 µM | 0.69% of 370,000 active;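 active = inhibition above a cutoff: mean of compounds within the control limits plus 3 SD of those, cut at about 17% in these data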;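 note: 0% = plate median of compound wells and 100% = probe without SIAE protein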
Target sequence (Q9HAT2 whole entry, looked up): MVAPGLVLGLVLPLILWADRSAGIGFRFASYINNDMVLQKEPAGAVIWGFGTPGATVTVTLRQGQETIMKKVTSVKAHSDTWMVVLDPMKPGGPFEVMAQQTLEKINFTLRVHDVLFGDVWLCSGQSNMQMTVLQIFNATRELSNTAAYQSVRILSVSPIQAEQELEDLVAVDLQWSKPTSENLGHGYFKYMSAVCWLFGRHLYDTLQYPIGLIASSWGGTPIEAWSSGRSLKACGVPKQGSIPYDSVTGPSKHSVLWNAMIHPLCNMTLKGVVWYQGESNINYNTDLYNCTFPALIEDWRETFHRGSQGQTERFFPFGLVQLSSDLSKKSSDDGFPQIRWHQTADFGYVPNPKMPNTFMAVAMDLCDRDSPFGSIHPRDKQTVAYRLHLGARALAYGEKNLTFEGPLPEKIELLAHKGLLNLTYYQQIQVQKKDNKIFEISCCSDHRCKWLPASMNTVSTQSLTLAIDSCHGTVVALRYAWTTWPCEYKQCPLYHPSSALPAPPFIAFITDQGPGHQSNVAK
rCAG binder – r(CAG) repeat RNA binding; 1.3% of 370,000 active; AID 651821; inhibition, % at 3 µM; TO-PRO-1 dye displacement fluorescence;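 active = inhibition above the plate cutoff, the mean of all test compounds on that plate plus 3 SD, cut at about 35% in these data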;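 note: 0% = DMSO alone and 100% = 100 µM mitoxantrone as full dye displacement; higher means more dye released from RNA so lower well fluorescence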
HTRA1 inhibitor – inhibitors of human serine peptidase HTRA1; Q92743; recombinant HTRA1, FP-rhodamine activity-based probe, fluorescence polarization; inhibition, % at 5.96 µM; 0.5% of 340,000 active; in the data active = inhibition above about 36%;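 note: 0% = enzyme with DMSO and 100% = wells lacking enzyme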
Target sequence (Q92743 whole entry, looked up): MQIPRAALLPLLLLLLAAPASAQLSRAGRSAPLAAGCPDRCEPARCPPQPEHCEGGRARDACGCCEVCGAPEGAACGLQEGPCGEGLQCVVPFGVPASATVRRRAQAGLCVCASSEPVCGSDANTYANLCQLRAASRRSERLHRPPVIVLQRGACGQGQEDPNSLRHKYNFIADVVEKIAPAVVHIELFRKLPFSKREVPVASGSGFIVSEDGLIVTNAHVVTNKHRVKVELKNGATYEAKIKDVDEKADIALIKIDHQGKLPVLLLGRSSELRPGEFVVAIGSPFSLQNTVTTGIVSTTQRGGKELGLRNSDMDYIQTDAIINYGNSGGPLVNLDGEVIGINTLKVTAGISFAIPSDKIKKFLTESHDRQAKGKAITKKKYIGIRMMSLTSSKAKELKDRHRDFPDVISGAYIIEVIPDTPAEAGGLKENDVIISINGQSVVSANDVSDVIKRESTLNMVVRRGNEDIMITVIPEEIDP
PRMT1 FP inh – blocks human protein arginine methyltransferase 1; recombinant PRMT1, activity-based probe fluorescence polarization; inhibition, % at 2.79 µM; 1.3% of 370,000 active; AID 652257;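 active = inhibition above about 21% made by adding two undisclosed values, limit read from the data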
* hit, by the source's call; nt = no result given. Only part of the results is shown; the hit share may differ from the screen's.

SMILES	UHRF1 MBD2 ctr	MBD2 inh	GC-A act	GC-B act	TCR CD3 inh	ABHD4 inh	SIAE inh	rCAG binder	HTRA1 inhibitor	PRMT1 FP inh
CCOCCOC(=O)c1cccc2c1-c1ccccc1C2=O	0	-1	-1	1	0	0	-7	-4	-9	-1
Cc1ccc(NC(=O)CCN2C(=O)c3ccncc3C2=O)cc1	4	1	-3	4	4	-6	3	5	1	0
O=C(NCC1(N2CCCCC2)CCCCC1)c1cccc(S(=O)(=O)Nc2ccccc2Cl)c1	-1	-1	2	-4	3	3	0	17	-1	-1
O=C(N/N=C\c1cn[nH]c1-c1ccc(Cl)cc1)c1cccs1	-1	-5	1	2	-1	-6	-2	5	-3	-4
CCn1c(C(C)NC(=O)c2ccc(Cl)cc2)n[nH]c1=S (stereo not given)	5	2	3	-3	3	6	-6	-5	3	2
CCCCn1c(N)c(N(C(=O)CSc2nncn2-c2ccccc2C)C2CCCC2)c(=O)[nH]c1=O	2	3	0	0	3	-6	-9	-2	6	-2
COc1ccc(CN2CC[C@H]3C=CC[C@@H](C(=O)NCCc4ccccc4)[C@H]3C2=O)cc1OC	0	-2	1	2	-4	5	2	-8	0	-1
S=C(Nc1ccccc1)N1N=C(c2cccs2)CC1c1cccs1 (stereo not given)	-4	5	-24	-10	7	-1	-6	7	-24	-2
Cc1ccc(NC(=O)C2CC(=O)N(Cc3ccco3)C2)cc1 (stereo not given)	0	4	2	4	-6	7	-2	-2	0	4
Cc1cccc(NC(=O)CSc2nc3sc(C)cc3c(=O)n2C)c1	3	-5	-3	-5	-3	-4	1	1	-7	1
CN1C(=O)N(CC(=O)N2CCN(c3ccccc3F)CC2)C(=O)C12CCCCC2	0	-1	4	3	1	-4	1	-4	-4	3
CCC1CCC/C1=N\NC(=O)CCC(=O)Nc1ccccc1Cl (stereo not given)	-1	-2	-2	2	3	-16	-1	3	-10	-5
CCN(c1ccccc1)S(=O)(=O)c1ccc(C(=O)N2CCCC(C(F)(F)F)C2)cc1 (stereo not given)	1	-1	3	2	-5	1	-2	-11	-5	0
Cc1ccc(S(=O)(=O)SC/C=C/CSS(=O)(=O)c2ccc(C)cc2)cc1	1	2	7	13	5	5	5	3	1	87*
CCc1nc(SCc2nc3ccccc3[nH]2)c2oc3ccccc3c2n1	-6	-2	-2	-2	6	-20	-24	3	-53	-1
Cc1ccc(S(=O)(=O)N2CCN(C(=O)c3cccc(-n4cccc4)c3)CC2)cc1	8	1	-11	-10	-5	-1	-1	6	-2	-2
O=C(Cc1coc(-c2ccc(F)cc2)n1)Nc1ccccc1	1	2	16	6	-1	-6	-8	1	0	-4
N=c1c(C(=O)NCc2ccco2)cc2c(=O)n3ccccc3nc2n1Cc1ccc(Cl)cc1	0	-5	25	6	-11	5	1	0	-72	14
COc1cccc(C(C)(O)c2nc(-c3cccc(C(F)(F)F)c3)cs2)c1 (stereo not given)	-1	4	0	1	0	-36	-19	0	nt	4
COc1ccc(OC)c(NS(=O)(=O)c2cc(OC)ccc2OC)c1	6	-4	-9	-8	-4	-9	4	6	9	-1
Cc1cccc(NC(=O)Nc2ccccn2)c1C	-2	-5	6	1	6	2	-3	2	-8	-1
COc1ccccc1CN(CC(=O)NCc1ccc2c(c1)OCO2)C(=O)c1ccc2c(c1)OCCO2	4	1	4	2	-2	0	0	-5	1	1
CCOc1ccc(NS(=O)(=O)c2ccc(SC)cc2)cc1	1	-2	6	0	9	-6	-3	7	-22	0
CSc1ccccc1NC(=O)COc1ccccc1Cl	3	-1	-5	2	-5	-6	0	0	-19	0
COCCCNC(=S)Nc1cccc(S(=O)(=O)NC2=NCCC2)c1	-2	1	-4	2	0	-2	0	-2	5	-4
O=C(Cn1ccc([N+](=O)[O-])n1)NCc1ccccc1	2	-1	-1	1	-1	1	1	0	7	0
O=C1N=c2ccc([N+](=O)[O-])cc2=C1c1sc(=O)[nH]c1O	0	-7	-4	-3	-10	18	-4	5	13	2
Cc1ccc(NC(=O)CSc2nnc(C3CC3)n2C)cc1S(=O)(=O)N1CCCCC1	0	-4	1	4	-4	-9	8	0	4	-5
CCCCn1c(N)c(N(CCOC)C(=O)CCCn2c(=O)oc3ccccc32)c(=O)[nH]c1=O	0	1	2	5	5	0	3	-4	-1	0
Cc1ccc(NC(=O)Nc2ccc3c(c2)CCC3)c(C)c1	-3	-6	5	-1	7	-5	7	-2	2	1
Cc1c(/C=N\NC(=O)C2COc3ccccc3O2)c2ccccc2n1C (stereo not given)	3	3	-7	-9	-3	6	5	4	0	1
Cc1c(NC(=O)C2CCCN(S(=O)(=O)c3ccc(Cl)s3)C2)c(=O)n(-c2ccccc2)n1C (stereo not given)	2	10	0	0	nt	-12	-2	5	nt	7
O=C(CN(C(=O)CNC(=O)c1ccco1)c1ccc(Cl)c(Cl)c1)NC1CCCCC1	0	2	-5	-1	5	-2	4	-4	-24	0
Cn1c(CN2CCN(C(=O)c3ccco3)CC2)nc2cc([N+](=O)[O-])ccc21	0	-6	-2	-3	3	5	5	-1	11	1
COCCn1nnnc1CN1CCC(O)(c2cccc(C(F)(F)F)c2)CC1	4	2	-5	0	-8	0	-3	-7	14	3
CNc1ncnc2c1ncn2[C@H]1CN(CCOC)C[C@@H](CO)O1	1	-6	1	4	7	-7	0	3	nt	-6
COc1ccc(N2CCN(CCNC(=O)Nc3ccc(Cl)cc3)CC2)cc1	3	1	0	3	-5	-3	-2	-3	6	-2
CN(C)CCSc1nnc2sc3ccccc3n12	-3	2	2	2	8	1	11	1	0	-1
O=C(NC1(C(F)(F)F)OCCO1)c1ccc(F)cc1	1	2	-1	1	4	-2	0	-3	7	-4
O=C(O)c1cc([N+](=O)[O-])ccc1NCCc1ccccc1	25*	11	1	0	7	3	-6	13	-9	0
Cc1ccc(CN(C(=O)Cc2cccs2)C(C(=O)NC2CCCC2)c2ccncc2)cc1 (stereo not given)	8	8	-26	-15	-8	-16	-10	-1	5	5
CC(C)CN1C(=O)c2ccc(C(=O)NCc3ccccn3)cc2C1=O	0	-2	0	-5	-3	4	1	-6	-2	0
CC(C)C(=O)NC(CC(=O)O)c1ccccc1 (stereo not given)	-1	1	0	4	4	-7	0	0	-2	-5
Cc1nn(CCC#N)c(C)c1Oc1ccccc1O	5	5	7	0	0	-5	1	-2	12	2
COc1cccc(-c2nc(-c3ccccn3)no2)c1	-1	4	2	-8	-7	-5	-5	-1	nt	3
N#Cc1c(SCC(=O)OCc2ccccc2)nsc1SCC(=O)OCc1ccccc1	-3	1	2	1	-7	2	2	3	-14	1
COc1ccc(N(C)S(=O)(=O)c2cccc(C(=O)Nc3ccc(N4CCOCC4)cc3)c2)cc1	7	3	-1	1	-7	4	8	3	6	4
CN1C(=O)S/C(=C\c2ccc(-n3cncn3)cc2)C1=O	-4	6	0	-11	-3	-2	3	-4	6	-3

A second format for six compounds above:
| SMILES | UHRF1 MBD2 ctr | MBD2 inh | GC-A act | GC-B act | TCR CD3 inh | ABHD4 inh | SIAE inh | rCAG binder | HTRA1 inhibitor | PRMT1 FP inh |
| --- | --- | --- | --- | --- | --- | --- | --- | --- | --- | --- |
| CSc1ccccc1NC(=O)COc1ccccc1Cl | 3 | -1 | -5 | 2 | -5 | -6 | 0 | 0 | -19 | 0 |
| CCn1c(C(C)NC(=O)c2ccc(Cl)cc2)n[nH]c1=S (stereo not given) | 5 | 2 | 3 | -3 | 3 | 6 | -6 | -5 | 3 | 2 |
| Cc1cccc(NC(=O)Nc2ccccn2)c1C | -2 | -5 | 6 | 1 | 6 | 2 | -3 | 2 | -8 | -1 |
| COc1cccc(C(C)(O)c2nc(-c3cccc(C(F)(F)F)c3)cs2)c1 (stereo not given) | -1 | 4 | 0 | 1 | 0 | -36 | -19 | 0 | nt | 4 |
| Cc1ccc(NC(=O)CCN2C(=O)c3ccncc3C2=O)cc1 | 4 | 1 | -3 | 4 | 4 | -6 | 3 | 5 | 1 | 0 |
| N=c1c(C(=O)NCc2ccco2)cc2c(=O)n3ccccc3nc2n1Cc1ccc(Cl)cc1 | 0 | -5 | 25 | 6 | -11 | 5 | 1 | 0 | -72 | 14 |

Next records follow:
SMILES	UHRF1 MBD2 ctr	MBD2 inh	GC-A act	GC-B act	TCR CD3 inh	ABHD4 inh	SIAE inh	rCAG binder	HTRA1 inhibitor	PRMT1 FP inh
COc1ccc(-c2cc(C(=O)NCCCn3ccnc3)c3ccccc3n2)c(OC)c1	-2	5	2	0	-9	-2	12	6	-2	6
COC(=O)c1cc2c(c3c4cc(C)ccc4n(S(=O)(=O)c4ccc(OC)cc4)c13)C(=O)N(Cc1ccccc1OC)C2	-1	6	0	3	7	2	-4	14	nt	2
COc1ccc(CNC(=O)C(c2ccc(O)cc2)N(Cc2ccco2)C(=O)c2snc(C(N)=O)c2N)cc1 (stereo not given)	-1	-2	-16	-12	0	-4	-3	6	-15	-1
CCC1NC(C(=O)O)Cc2c1[nH]c1ccccc21 (stereo not given)	-2	1	5	-10	-3	2	3	3	-4	9
Cc1ccc2nc(C(C)O)[nH]c2c1 (stereo not given)	-1	-3	0	-2	6	5	11	-2	-3	-2
Cc1ccc(S(=O)(=O)N2CCOCC2)cc1C(=O)Nc1cccc(S(=O)(=O)N2CCCC2)c1	-1	5	3	3	2	2	8	10	-2	0
Cc1occc1-c1nnc(SCC(=O)c2ccccc2)n1CC1CCCO1 (stereo not given)	0	-6	0	2	11	-1	4	1	-1	3
O=C1CCCc2ccccc2N1Cc1ccc(Cl)cc1Cl	-3	-1	-16	-16	-1	0	3	-7	-4	-3
CCn1cc(CN2CCCC(C(=O)Nc3cccc(-n4cccn4)c3)C2)cn1 (stereo not given)	2	2	-1	-5	-3	1	-1	0	-1	-2
CCOC(=O)C1=C(c2ccccc2)NC(=S)NC1c1cccc([N+](=O)[O-])c1 (stereo not given)	-2	0	-12	-6	5	-6	4	-2	-1	0
COc1ccc(-c2c(C)nc3c(-c4ccsc4)cnn3c2N)cc1	-2	3	-26	-7	-4	0	2	0	1	-4
Cn1nc(NC(=O)CC23CC4CC(CC(C4)C2)C3)c2c(F)cccc21	6	1	2	-3	9	2	5	-3	-8	3
CCN(C(=O)CSc1nnc(-c2ccncc2)n1C)C1CCS(=O)(=O)C1 (stereo not given)	1	2	0	6	5	7	0	6	7	-4
CC(=O)Nc1sc(C)c(C)c1C(=O)OCC(=O)NCc1ccc(F)cc1	-2	6	4	1	-1	-4	-4	1	-2	-8
C=CCCC1(CCC)C(=O)/C(=C(\O)c2ccccc2)C(=O)C(CCC)=C1OC (stereo not given)	0	3	-4	-5	nt	4	3	10	nt	-2
CCCCCN(C(=O)CCC(=O)OC(C)C(=O)c1ccccc1)c1c(N)n(CCCC)c(=O)[nH]c1=O (stereo not given)	1	-1	0	-1	5	4	-6	-8	-1	1
O=C(c1cnn2c(C(F)F)cc(-c3ccccc3)nc12)N1CCN2CCCC2C1 (stereo not given)	-1	-2	6	-5	1	4	-3	7	1	3
C=CCNC(=O)C1CC=CCC1C(=O)O (stereo not given)	3	4	-5	1	2	5	-2	-2	2	2
COc1cccc(NC(=O)Cn2nc(Cc3cccnc3)c3ccccc3c2=O)c1	-2	-1	-3	-2	3	0	-2	2	-7	2
CCC(C)NC(=O)CS(=O)Cc1nc(-c2cccc(OC)c2)oc1C (stereo not given)	1	-3	-4	-6	3	5	2	4	-3	-1
Cc1cccc(-c2nc(CSCC(=O)N3CCN(Cc4ccc5c(c4)OCO5)CC3)c(C)o2)c1	1	4	-14	-28	-11	3	12	2	-5	-1
CC(C)Oc1ccc(F)cc1-c1cc(C(=O)Nc2ccc(C(C)(C)C)cc2)[nH]n1	2	4	-1	-7	-3	-9	-12	8	nt	5
